TEAD-YAP block = TEAD-YAP interaction inhibition. inhibition, % at 9.12 µM. HEK-TIYL cells, TEAD-Gal4/YAP UAS-luciferase luminescence. hit rate 1.4% among 640,000. AID 1259422; in the data active = inhibition above about 32%;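 also: 0% = median of test compound wells and 100% = reference inhibitor wells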
GPR151 activ = human GPR151 activation; Q8TDV0; PathHunter beta-arrestin GPR151 cells, luminescence; activation, % at 11.2 µM; hit rate 1% among 650,000; AID 1508602; in the data active = activation above about 4.9%;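 also: 0% = median of compound wells and 100% = cells with positive control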
Target sequence (Q8TDV0 whole entry, looked up): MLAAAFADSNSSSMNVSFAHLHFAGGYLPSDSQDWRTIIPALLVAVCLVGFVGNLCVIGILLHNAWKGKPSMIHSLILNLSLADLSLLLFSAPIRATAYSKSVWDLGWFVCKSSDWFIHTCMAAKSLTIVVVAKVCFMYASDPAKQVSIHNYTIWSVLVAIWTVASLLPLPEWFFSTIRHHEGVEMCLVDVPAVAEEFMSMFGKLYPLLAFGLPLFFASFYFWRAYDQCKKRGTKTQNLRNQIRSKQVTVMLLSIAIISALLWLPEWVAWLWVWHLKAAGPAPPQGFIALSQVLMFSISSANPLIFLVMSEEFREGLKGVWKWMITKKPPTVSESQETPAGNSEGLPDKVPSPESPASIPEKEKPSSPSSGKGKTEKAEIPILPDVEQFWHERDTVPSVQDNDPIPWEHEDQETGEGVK
MITF inh = human MITF inhibition, primary screen. O75030. AlphaScreen MITF homodimerization, bead proximity signal. inhibition, % at 2.6 µM. hit rate 0.91% among 650,000; in the data active = inhibition above about 50%;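 also: 0% = vehicle wells with protein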
Target sequence (O75030 whole entry, looked up): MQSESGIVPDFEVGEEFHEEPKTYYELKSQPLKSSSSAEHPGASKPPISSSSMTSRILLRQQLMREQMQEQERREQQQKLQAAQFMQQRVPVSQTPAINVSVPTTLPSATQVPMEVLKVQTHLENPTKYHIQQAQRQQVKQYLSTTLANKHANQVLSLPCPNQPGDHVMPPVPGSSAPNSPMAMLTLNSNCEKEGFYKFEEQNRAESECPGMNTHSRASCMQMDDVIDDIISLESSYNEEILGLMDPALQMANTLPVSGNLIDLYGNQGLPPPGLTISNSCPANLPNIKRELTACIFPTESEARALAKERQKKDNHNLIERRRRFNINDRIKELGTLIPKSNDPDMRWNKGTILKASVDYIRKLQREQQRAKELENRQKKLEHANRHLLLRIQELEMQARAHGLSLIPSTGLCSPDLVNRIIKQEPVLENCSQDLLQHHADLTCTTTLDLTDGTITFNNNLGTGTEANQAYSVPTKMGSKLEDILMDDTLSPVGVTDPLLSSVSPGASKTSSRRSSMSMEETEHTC
FBW7 act = human FBW7 E3 ligase activation, primary screen; Q969H0; AlphaScreen FBW7–phospho-cyclin E peptide binding, activator screen; normalized activity (activation), % at 26.1 µM; hit rate 0.13% among 650,000; AID 1259310; in the data active = normalized activity above about 1.9%;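 also: purified mutant Fbw7 with reduced substrate affinity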
* marks the source's active call; other numbers are inactive results; / = no result given.

SMILES	TEAD-YAP block	GPR151 activ	MITF inh	FBW7 act
CCn1cnc2c(Nc3ccc(F)cc3)ncnc21	34*	-9.8	14	0.6
CC1=C(C(=O)Nc2cc(C)ccn2)C(c2ccccc2C)C2=C(CC(C)(C)CC2=O)N1 (stereo not drawn)	26	-1.2	19	0.2
COc1ccc([C@@H]2CN(C(=O)CC(C)C)C[C@H]2C(=O)O)cc1	8	-1.3	9	1.2
O=[N+]([O-])c1ccccc1S(=O)(=O)N(CC1CO1)c1ccccc1 (stereo not drawn)	6	0.6	15	0.9
COc1ccc(-c2noc(N(C)CC(=O)N3CCN(C)CC3)n2)cc1	0	2.2	4	-0.2
COC(=O)/C=C/c1ccc(OC(=O)c2sc3ncn(C)c(=O)c3c2C)cc1	3	-0.3	-9	-0.2
O=C(NCc1ccco1)C(=O)Nc1ccc(F)cc1F	-13	0.1	-11	-0.1
COc1cccc(CNCc2ccccc2[N+](=O)[O-])c1OC	-11	0.1	49	0.0
C=C(C)Cn1c(SC)nc2sc3c(c2c1=O)CCC3	4	0.7	13	0.2
O=C(Nc1nnc(/C=C/c2ccccc2)s1)c1ccc(Cl)c(Cl)c1	-1	-1.5	14	0.4
CN(C1=NS(=O)(=O)c2ccccc21)c1ccc(OC(=O)c2cccc3ccccc23)cc1	-2	1.3	-2	-0.1
O=C(Nc1cccc([N+](=O)[O-])c1)C(=O)N1CCCCC1	-60	-4.6	-5	0.0
CCOC(=O)c1ccc(N2C(=O)c3nccnc3C2=O)cc1	-3	-0.4	2	0.0
CSc1nnc2c(n1)OC(c1ccsc1)Nc1ccc(Br)cc1-2 (stereo not drawn)	1	1.4	7	-0.2
Oc1ccccc1-c1csc(N2CCc3ccccc32)n1	-52	-0.6	7	0.2
COc1ccc(C(=O)NNC(=S)NC(=O)c2ccc(Br)o2)cc1OC	5	-0.8	10	-0.1
COc1ccc(NC(=O)CSc2nnc3[nH]c(=O)c(C)nn23)c(OC)c1	7	2.7	-8	0.0
CCCN(CCC)C(=O)CSc1nc2c(sc(=S)n2-c2ccccc2C)c2nc3ccccc3n12	-1	-1.7	32	0.2
CC(=O)Nc1ccc(OCc2ccc(C(=O)c3ccccc3)cc2)cc1	-3	0.7	-5	-0.2
Cn1c(=O)[nH]c(=O)c2c1nc(SCC(=O)O)n2CC(N)=O	5	-1.2	14	0.0
O=C1NC(c2ccc(Cl)c([N+](=O)[O-])c2)=N/C1=C\c1cccc([N+](=O)[O-])c1	7	-0.9	19	0.1
C/C(=C\C(=O)c1ccccc1)Nc1ccc(F)c(F)c1	-7	-0.5	2	-0.1
CN(C)c1ccc(/C=c2\sc3nc4ccccc4n3c2=O)cc1	74*	-1.2	-10	0.3
c1ccc(-n2cnc3c(NC4CC4)nc(Nc4ccc(-n5ccnc5)cc4)nc32)cc1	41*	0.6	0	-0.3
C/C(=N\NC(=O)c1ccco1)c1cccc([N+](=O)[O-])c1	-72	2.0	4	0.0
O=c1cc(CSc2nc(NCc3ccccc3)c3ccccc3n2)nc2ccccn12	5	-0.9	-1	0.1
CCn1cnc2sc(C(=O)Nc3cccc(Cl)c3C)c(C)c2c1=O	-15	-2.0	-3	-0.1
Cc1ccc2oc(-c3cccc(NC(=S)NC(=O)c4ccc(Cl)cc4)c3C)nc2c1	-32	5.3*	2	0.2
CCOC(=O)c1c(NC(=O)c2cc([N+](=O)[O-])nn2Cc2ccccc2)sc2c1CCCCC2	-1	1.2	4	0.0
O=C(O)C1CC(O)CN1C(=S)NC1CCCCC1 (stereo not drawn)	-6	-1.3	15	0.2
O=C1Nc2cccc3cccc(c23)N1	-9	-1.2	1	0.0
CCc1ccc(NC(=O)Cn2cc([N+](=O)[O-])nc2C)cc1	5	0.4	3	0.1
Cc1ccccc1N=c1oc2ccc3ccccc3c2cc1C(N)=O	1	-0.9	3	0.5
CC(=O)c1c(C)oc2ccc(N(C(=O)c3ccc(C)cc3)S(=O)(=O)c3ccc(Cl)cc3)cc12	-13	1.8	18	0.1
CCCC1CCC(c2ccc(C(=O)Nc3nncs3)cc2)CC1 (stereo not drawn)	8	-0.6	6	0.0
COc1ccccc1CN1C[C@@H]2C[C@@H](c3nc(-c4ccccc4)cs3)N3CCC[C@@]23C1=O	-7	0.4	14	0.0

Some entries already given, limited to FBW7 act:
Compound | FBW7 act
CCn1cnc2sc(C(=O)Nc3cccc(Cl)c3C)c(C)c2c1=O | -0.1
O=c1cc(CSc2nc(NCc3ccccc3)c3ccccc3n2)nc2ccccn12 | 0.1

Other results
SMILES	TEAD-YAP block	GPR151 activ	MITF inh	FBW7 act
CN1CCN(CC(=O)Nc2ccc(C(=O)N3CCCC3)cc2)CC1	5	-0.6	34	0.7
Cc1c(C(=O)N2CCN(c3ccc(F)cc3)CC2)sc2ncn(CC(=O)Nc3ccc(C(C)C)cc3)c(=O)c12	12	-1.1	5	0.2
CCOC(=O)/C(N=Nc1ccccc1)=C(\O)C(F)(F)F	-15	0.4	16	-0.1
COc1ccccc1CNC(=O)COC(=O)c1cc(F)ccc1N	2	0.7	-1	-0.1
COC(=O)/C(=C1/Oc2c(C)cc(C)cc2S1)C(F)(F)F	-1	-0.9	-14	0.1
O=C(NNC1=NCCC1)c1ccc(Br)cc1	-5	0.3	5	-0.1
CC(Oc1ccc2ccccc2c1)C(=O)N/N=C/c1ccccc1O (stereo not drawn)	2	1.8	-15	-0.1
CC(OC(=O)c1ccccc1OC(F)F)C(N)=O (stereo not drawn)	-3	0.3	14	0.1
COc1ccc(-c2cc(C(F)(F)F)[nH]n2)cc1	-14	1.6	2	0.2
COc1ccc(-c2cc(-c3ccc(C#N)cc3)c3c(=O)n(C)c(=O)n(C)c3n2)cc1OC	1	-1.0	-8	0.0
CC(C)Oc1ccccc1/C=C1/SC(N2CCN(C)CC2)=NC1=O	-8	-1.1	-7	0.0
COc1ccc2nc(NC(=O)/C=C/c3ccc(Cl)cc3Cl)sc2c1	-4	0.2	15	0.0
CCC(C)N(C(=O)c1cccc([N+](=O)[O-])c1)C(C)CC (stereo not drawn)	-2	0.9	-76	2.0*
CCc1nc2ccccc2n1CC(O)COc1ccc(Cl)cc1 (stereo not drawn)	-4	-0.9	-7	0.1
Cc1ccc(S(=O)(=O)N2CCN=C2Cc2ccccc2)cc1	13	-0.2	9	0.1
CSc1ncc(CN2CCC(CO)(CCCc3ccccc3)CC2)cn1	-5	2.1	-57	-0.2
O=C(CCS(=O)(=O)c1cccc2nsnc12)NCc1ccccc1	6	0.7	7	0.0
COc1ccc(CCNc2nc(Nc3ccncc3)nc3c2ncn3CCN2CCCC2=O)cc1	-2	0.4	2	0.0
Nn1c(SCc2nc3ccccc3[nH]2)nnc1-c1ccco1	1	-0.3	5	0.1
CCCCc1ccc2nc(NC(=O)OC)[nH]c2c1	/	1.2	-8	0.1
COC(=O)c1ccc(COC(=O)c2cc(=O)c3ccccc3o2)cc1	-13	-1.4	3	0.2
O=C(Cn1cc2c(n1)CCCC2)NCC1CCCO1 (stereo not drawn)	7	0.3	7	-0.1
COCCCNC(=O)CC1C(=O)NCCN1Cc1ccc(-c2ccccc2)cc1 (stereo not drawn)	-4	-0.7	-7	-0.1
COc1cccc(N2CCN(S(=O)(=O)c3ccc4c(c3)OCC(=O)N4)CC2)c1	-10	0.6	-1	-0.1
CC(=O)N1c2ccc(-c3csc(NC(=O)c4ccncc4)n3)cc2CC1C (stereo not drawn)	68*	0.3	-9	0.0
Cc1csc2nc(-c3cccc(NC(=O)COc4ccccc4)c3)cn12	-6	-0.9	6	0.0
COC(=O)C1=C(C(=O)OC)SC(=C2C(=S)C(C)(C)N(C(=O)c3ccc(-c4ccccc4)cc3)c3ccc(OC)cc32)S1	10	-1.6	0	-0.3
O=C(OCC(=O)N(C1CCCCC1)C1CCCCC1)c1cc[n+]([O-])cc1	3	0.8	5	0.3
Cc1nnc(C)n1/N=C/c1ccc(N2CCOCC2)c([N+](=O)[O-])c1	1	2.3	-2	-0.2
COCCNC(=O)CCC1CCN(C(=O)C#Cc2ccccc2)CC1	38*	1.5	2	-0.1
Cc1ccccc1-n1nc2c(c1NC(=O)Cc1ccc(F)cc1)CS(=O)(=O)C2	5	-0.9	0	-0.4
Cc1cc(C)c(S(=O)(=O)N2CCC(C)CC2)cc1N(C)S(=O)(=O)c1ccc(Cl)cc1	5	-0.2	17	0.6
O=C(Nc1ccccc1C(=O)N1CCCC1)c1cccc(S(=O)(=O)N2CCCCCC2)c1	0	-0.9	7	0.0
Cc1ccc(C(=O)c2ccc(Br)cc2)cc1S(=O)(=O)Nc1ccc(I)cc1	-12	0.9	14	0.5
CC(C)(C)n1nnnc1C(c1cccnc1)N1CCN(c2nc3ccccc3s2)CC1 (stereo not drawn)	7	0.6	21	0.2
C=CCCCC(=O)Nc1ccccc1Br	-3	-0.5	7	0.6
O=C1N(Cc2cccnc2)C[C@@H]2C[C@@H](c3c(F)cccc3Cl)N3CCC[C@@]123	6	2.9	-3	0.3
NNc1nnc2c3ccccc3n(CCc3ccccc3)c2n1	9	1.0	3	0.0
O=C(Nc1ccc(Oc2ccc(NC(=O)c3ccccc3Cl)cc2)cc1)c1ccccc1Cl	-7	1.4	4	-0.2
Cn1cnc(SCC(=O)N2c3ccccc3Sc3ccccc32)n1	2	0.0	-3	0.1
CC(C)N1CC(C(=O)Nc2ccc(Br)c(Cl)c2)CC1=O (stereo not drawn)	0	-0.6	16	0.2
O=c1sc2ccccc2n1CN1CCOCC1	-5	-1.0	-13	-0.1
CC(C)Nc1nc(Cl)nc(NCCN2CCOCC2)n1	-9	1.2	-2	0.1
FC(F)(F)Oc1ccc(Nc2ncnc3nc[nH]c23)cc1	20	0.4	12	0.4
Cc1cccc(N2CCN(C(=O)CCCn3c(=S)[nH]c4cc5c(cc4c3=O)OCO5)CC2C)c1 (stereo not drawn)	3	0.8	-9	0.1
CN(C)c1ccc2c(c1)OC(N)=C(C#N)C2c1ccccc1Cl (stereo not drawn)	28	1.3	6	0.5
CC(C)C(=O)N=C1SC2CS(=O)(=O)CC2N1c1cccc(C(F)(F)F)c1 (stereo not drawn)	5	7.5*	-6	-0.1
CC(=O)N1CCC[C@H]1C(=O)N1CCCC(c2[nH]ncc2-c2ccccc2)C1 (stereo partly drawn)	6	-0.2	10	0.0
CCOC(=O)C(C)N1C(=O)S/C(=C/c2ccc(-c3ccccc3C(=O)O)o2)C1=O (stereo not drawn)	4	2.9	8	-0.2
CC(=O)NC(C)c1cc(C(C)(C)C)c(O)c(C(C)(C)C)c1 (stereo not drawn)	2	0.5	-1	-0.1
Cc1occc1C(=O)N/N=C/C=C\c1ccco1	-83	1.1	39	0.2
CCC1CCCCN1C(=O)CCN1C(=O)/C(=C\c2ccco2)SC1=S (stereo not drawn)	4	-1.5	11	-0.2
O=C(OCC(O)CO)c1ccccc1Nc1ccnc2c(Cl)cccc12 (stereo not drawn)	-13	-0.4	-18	0.0
CC1(C)CC(=O)C2=C(C1)N(c1ccc(Br)cc1F)C(N)=C(C#N)C2c1ccc(F)cc1 (stereo not drawn)	-3	-0.6	12	0.1
O=C(CSc1nsc(SCC(=O)Nc2nccs2)n1)Nc1nccs1	-7	0.1	-9	-0.1
Cc1ccc(NC(=S)NCCO)c(C)c1	14	1.0	-13	0.0
Cc1ccccc1NC(=O)C(=O)NC(C)c1ccccc1 (stereo not drawn)	-13	-0.3	11	0.1
CCCOc1ccccc1C1C2=C(CC(C)(C)CC2=O)Nc2ncnn21 (stereo not drawn)	-5	1.1	-1	-0.2
O=C(NNC(=O)c1ccccc1Br)c1ccccc1Cl	-6	0.1	9	0.2
O=C1/C(=C/c2ccc(-c3cc(Cl)cc(Cl)c3)o2)Sc2ccccc21	-7	-1.5	14	0.1

Part of the list above, as comma-separated lines:
Structure,TEAD-YAP block,GPR151 activ,MITF inh,FBW7 act
CC(=O)N1CCC[C@H]1C(=O)N1CCCC(c2[nH]ncc2-c2ccccc2)C1 (stereo partly drawn),6,-0.2,10,0.0
CCOC(=O)C(C)N1C(=O)S/C(=C/c2ccc(-c3ccccc3C(=O)O)o2)C1=O (stereo not drawn),4,2.9,8,-0.2
CC(=O)NC(C)c1cc(C(C)(C)C)c(O)c(C(C)(C)C)c1 (stereo not drawn),2,0.5,-1,-0.1
Cc1occc1C(=O)N/N=C/C=C\c1ccco1,-83,1.1,39,0.2
CCC1CCCCN1C(=O)CCN1C(=O)/C(=C\c2ccco2)SC1=S (stereo not drawn),4,-1.5,11,-0.2
O=C(OCC(O)CO)c1ccccc1Nc1ccnc2c(Cl)cccc12 (stereo not drawn),-13,-0.4,-18,0.0
CC1(C)CC(=O)C2=C(C1)N(c1ccc(Br)cc1F)C(N)=C(C#N)C2c1ccc(F)cc1 (stereo not drawn),-3,-0.6,12,0.1
O=C(CSc1nsc(SCC(=O)Nc2nccs2)n1)Nc1nccs1,-7,0.1,-9,-0.1
Cc1ccc(NC(=S)NCCO)c(C)c1,14,1.0,-13,0.0
Cc1ccccc1NC(=O)C(=O)NC(C)c1ccccc1 (stereo not drawn),-13,-0.3,11,0.1
CCCOc1ccccc1C1C2=C(CC(C)(C)CC2=O)Nc2ncnn21 (stereo not drawn),-5,1.1,-1,-0.2
O=C(NNC(=O)c1ccccc1Br)c1ccccc1Cl,-6,0.1,9,0.2
O=C1/C(=C/c2ccc(-c3cc(Cl)cc(Cl)c3)o2)Sc2ccccc21,-7,-1.5,14,0.1

Additional results
SMILES	TEAD-YAP block	GPR151 activ	MITF inh	FBW7 act
COc1cc(C(=O)Nc2cccc(-c3nc4ncccc4o3)c2)ccc1OCc1ccc(Cl)cc1	6	0.2	13	0.2
COc1ccc(NCC(=O)N/N=C/C=C\c2ccccc2)cc1	5	0.1	-4	-0.1
COc1cc(/C=C2\Oc3cc(OCC(=O)OC(C)(C)C)ccc3C2=O)cc(OC)c1OC	4	0.4	6	-0.2
COc1cc(/C=N/NC(C)(C)C)cc(Br)c1O	-11	-1.9	-22	0.2
Cc1[nH]n(C(C)(C)C)c(=O)c1Sc1ccccc1	0	-0.1	-11	-0.1

High-throughput results (PubChem BioAssay)

Random draw from the library; any-hit rate near 3.4%.
